Screening data as filed in PubChem.
GRK2 inh: human GRK2 inhibition via aptamer displacement; P25098; bead flow cytometry, FAM-aptamer displacement from GRK2; inhibition of aptamer binding, % at 10 µM; 330,000 tested, 0.59% active; AID 488847;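 active = inhibition of aptamer binding above 40%, roughly 3 SD of noise, on plates passing a quality check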;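 also: median bead fluorescence of bound FAM aptamer so fluorescent compounds give negative values; no value below 0 was filed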
MCL1 BIM primary: inhibitors of human MCL1 binding to BIM-BH3 peptide | Q07820 | GST-MCL1 / FITC-Bim-BH3 fluorescence polarization | inhibition, % at 10.9 µM | 320,000 tested, 0.68% active;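 active = inhibition above the mean inhibition of all tested compounds plus 3 SD, set per campaign, cut at about 40% in these data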;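 also: 0% = DMSO wells and 100% = unlabeled Bim-BH3 peptide control; higher means more loss of mP so more displacement of Bim peptide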
VLA-4 inh: inhibition in a human VLA-4 binding assay | VLA-4 expressing cells, ligand binding flow cytometry | P13612 | inhibition, % (about 7 µM as worked out from the volumes in the protocol) | AID 2557 | 330,000 tested, 0.2% active; in the data active = inhibition above about 50%
PME-1 primary: blocks human protein phosphatase methylesterase 1 | recombinant PME-1, FP-Rh probe fluorescence polarization | inhibition, % at 5.9 µM | 320,000 tested, 0.53% active | AID 2130;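 active = inhibition above the campaign mean of all compounds plus 3 SD, cut at about 26% in these data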;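 also: competitive labeling of PME-1 active site by serine hydrolase directed probe; 0% = PME-1 with DMSO and 100% = wells lacking PME-1 enzyme; inhibitors block probe labeling so polarization falls and inhibition rises; many of its hits are not listed in these tables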
Target sequence (Q9Y570 whole entry, looked up): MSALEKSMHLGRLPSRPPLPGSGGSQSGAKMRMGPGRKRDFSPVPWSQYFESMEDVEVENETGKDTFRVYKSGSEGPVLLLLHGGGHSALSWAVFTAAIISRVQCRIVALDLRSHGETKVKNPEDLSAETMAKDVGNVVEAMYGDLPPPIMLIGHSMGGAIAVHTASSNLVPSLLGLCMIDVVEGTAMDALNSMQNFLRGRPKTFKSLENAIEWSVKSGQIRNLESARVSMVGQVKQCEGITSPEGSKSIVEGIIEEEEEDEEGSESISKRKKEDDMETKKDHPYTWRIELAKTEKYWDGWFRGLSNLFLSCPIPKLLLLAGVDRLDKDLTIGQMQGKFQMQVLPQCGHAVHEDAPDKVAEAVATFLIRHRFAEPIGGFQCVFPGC
Fam108B inh: Fam108B inhibition, counter-screen for RBBP9 inhibitors; inhibition, % at 9.51 µM; 300,000 tested, 0.33% active; recombinant Fam108B, FP-Rh probe fluorescence polarization; AID 1947;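 active = inhibition above the screen mean inhibition plus 3 SD, computed separately per campaign, cut at about 18% in these data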;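 also: inhibitors lower polarization as less probe binds the enzyme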
MEX-5 binding: C. elegans MEX-5 TCR-2 RNA binding activity. Q9XUB2. MEX-5/FITC-TCR2 RNA binding, fluorescence polarization; hits give low values. activity score (negative = inhibition of binding), % at 10 µM. 300,000 tested, 0.38% active. AID 1832;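 active = inhibition past about -25% in most replicates, and total fluorescence under double the plate's negative control median, limit read from the data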;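 also: 0% = DMSO and -100% = 5 µM competing unlabeled TCR2 RNA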
Target sequence (Q9XUB2 whole entry, looked up): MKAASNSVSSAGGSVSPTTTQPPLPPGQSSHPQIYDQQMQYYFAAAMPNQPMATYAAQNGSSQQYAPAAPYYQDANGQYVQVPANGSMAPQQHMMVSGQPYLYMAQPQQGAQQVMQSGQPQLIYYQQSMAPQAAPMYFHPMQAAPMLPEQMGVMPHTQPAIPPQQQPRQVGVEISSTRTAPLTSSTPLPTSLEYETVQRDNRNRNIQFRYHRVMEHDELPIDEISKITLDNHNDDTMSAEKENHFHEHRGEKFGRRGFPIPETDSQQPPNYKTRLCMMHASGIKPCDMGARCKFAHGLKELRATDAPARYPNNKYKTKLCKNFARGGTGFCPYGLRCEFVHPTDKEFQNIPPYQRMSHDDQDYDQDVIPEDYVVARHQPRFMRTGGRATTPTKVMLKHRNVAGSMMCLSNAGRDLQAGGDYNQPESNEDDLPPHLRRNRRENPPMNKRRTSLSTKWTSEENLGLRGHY
Efflux pump mplx: antifungal efflux pump inhibition, Nile Red retention; S. cerevisiae Candida pump triplex; inhibition, % at 10 µM; 330,000 tested, 0.44% active;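 active = plate passing quality check with inhibition over a set limit, or well fluorescence over plate mean plus 4 SD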;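 also: Nile Red retained in pooled yeast measured as flow cytometry median fluorescence; 0% = buffer negative control and 100% = Enniatin B positive control; higher means more Nile Red kept so more efflux inhibition; some compounds called inactive have numbers as strong as hits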
GLD-1 RNA inh: GLD-1-TGE RNA interaction inhibition (C. elegans); inhibition, % at 5.96 µM; 320,000 tested, 0.44% active; Q17339; purified GLD-1 + fluorescein TGE RNA, fluorescence polarization;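 active = percent inhibition above a per-plate cutoff, the plate mean of test compounds plus 3 SD, cut at about 30% in these data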;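 also: 0% = DMSO wells with GLD-1 and probe and 100% = wells lacking GLD-1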
Bcl-xL primary: inhibitors of human Bcl-xL; inhibition, % at 10.9 µM; Q07817; AID 2129; 320,000 tested, 0.7% active; GST-Bcl-xL / FITC-Bim BH3 peptide fluorescence polarization;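 active = inhibition above the mean of all tested compounds plus 3 SD, cutoff set per campaign, cut at about 30% in these data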;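 also: 0% = DMSO wells and 100% = unlabeled Bim-BH3 peptide competitor; inhibitors lower millipolarization by displacing the labeled peptide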
Target sequence (Q07817 whole entry, looked up): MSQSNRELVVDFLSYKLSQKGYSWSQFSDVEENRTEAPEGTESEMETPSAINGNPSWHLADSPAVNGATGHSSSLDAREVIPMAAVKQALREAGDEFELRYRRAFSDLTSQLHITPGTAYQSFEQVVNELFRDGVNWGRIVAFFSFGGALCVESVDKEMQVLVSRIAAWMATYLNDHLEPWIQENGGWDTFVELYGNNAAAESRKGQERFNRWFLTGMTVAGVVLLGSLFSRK
Numbers without * were called inactive; / = not tested or not shown. A portion of the library, so the mix of outcomes need not match the whole.

SMILES | GRK2 inh | MCL1 BIM primary | VLA-4 inh | PME-1 primary | Fam108B inh | MEX-5 binding | Efflux pump mplx | GLD-1 RNA inh | Bcl-xL primary
Cc1ccc(OCC(=O)OC(C)C(=O)NC2CCCCC2C)cc1C (stereo not given) | 0 | -2 | -1 | -3 | / | / | -0.1 | 4 | 6
Cc1ccc(C(=O)OCC(=O)Nc2cc(C(C)(C)C)nn2-c2ccccc2)c(O)c1 | 4 | -18 | 2 | 10 | -3 | 0.0 | 0.1 | 7 | -10
COc1ccc(N2CCN(Cc3nc4sc(C)c(C)c4c(=O)[nH]3)CC2)cc1 | 5 | -5 | -5 | 2 | -2 | -2.3 | -0.2 | -1 | 2
Cn1c(SCC(=O)N2CCCCC2)nc2cccnc21 | 0 | -10 | 0 | -6 | -5 | -2.3 | 0.0 | -5 | -7
O=c1oc2ccccc2nc1/C=C(\O)c1ccccc1 | / | 6 | -5 | 2 | -1 | 9.8 | 0.1 | 10 | 3
Cc1cc(C)n(-c2ccn(Cc3ccc(Cl)cc3Cl)c(=O)n2)n1 | 0 | 7 | 13 | 5 | 2 | -0.1 | 0.0 | -2 | 7
COc1ccc(CCN(C)CCC(=O)Nc2cccc(C)c2)cc1OC | 2 | 5 | 4 | 1 | -2 | 1.3 | -0.2 | 3 | 4
O=C(CC(Cc1ccccc1)C(=O)O)NCCc1ccc2c(c1)OCO2 (stereo not given) | 2 | -13 | 3 | -3 | -9 | -0.5 | 0.2 | 0 | -5
CCN(CC)C(=O)C1CCN(Cc2cn(C)nc2-c2ccc(Oc3ccccc3)cc2)CC1 | 0 | 9 | 0 | -11 | 1 | 0.8 | 0.0 | 5 | 1
O=C(Nc1ccc(Cl)cn1)c1ccc(-c2cc(Cl)ccc2Cl)o1 | 42* | 2 | -4 | 3 | 0 | -2.3 | -0.1 | 5 | -3
Cc1ccc(Nc2cc(C)nn2-c2nc(C)cc(C)n2)cc1 | 5 | -2 | -4 | 5 | -1 | -2.1 | -0.1 | 10 | -3
COC(=O)C(C)Sc1ccc2nnc(CCNS(=O)(=O)c3ccccc3)n2n1 (stereo not given) | 1 | 11 | -1 | 4 | 1 | 1.5 | 0.0 | -4 | 6
COc1ccc(-c2ccnc3ncnn23)cc1 | 0 | 7 | -11 | 2 | 6 | 1.3 | -0.1 | 2 | 7
Cc1cccc(NC(=O)COC(=O)CCc2ccc(S(=O)(=O)N3CCOCC3)cc2)c1C | 2 | -24 | 6 | -1 | 1 | 1.2 | 0.1 | 0 | -15
O=C1c2ccccc2NC(c2cc(Cl)cc(Cl)c2O)N1Cc1cccnc1 (stereo not given) | 5 | 6 | 8 | 0 | 3 | -1.6 | 0.0 | -8 | 7
Cc1ccc(C(=O)Nc2ccc(C(=O)N3CCCCC3)cc2)cc1 | 0 | 8 | 11 | -1 | 0 | -4.0 | 0.0 | 5 | 5
O=C(Nc1ccc([N+](=O)[O-])cc1)Nc1nc(-c2ccc(Cl)s2)cs1 | 4 | 0 | -23 | 44* | 11 | -1.3 | 0.5 | 0 | -1
COc1ccc(NC(=O)CSc2ccc3nnc(-c4cccnc4)n3n2)cc1 | 0 | 8 | 17 | -1 | 5 | -1.1 | 0.2 | -2 | 9
CCc1noc(C)c1C(=O)N1CC(C)SC1=Nc1ccc(Cl)cc1 (stereo not given) | 0 | 0 | 38 | -3 | / | / | 0.2 | -3 | -5
COCCNC(=O)C(c1ccc(C)o1)N(CCOC)C(=O)Cn1nnc2ccccc21 (stereo not given) | 0 | 8 | 0 | 3 | 7 | 2.4 | -0.1 | 1 | -1
CCC1C(=O)n2nc(-c3ccccc3)cc2N=C1C (stereo not given) | 4 | 0 | 4 | -10 | -4 | -0.6 | -0.2 | 8 | 1
O=C(Nc1cccc(Br)c1)c1cc(=O)c2ccccc2o1 | 0 | 5 | 3 | -1 | 2 | -1.8 | 0.1 | 3 | 2
COc1ccc(/C=C2/SC(=O)N(NS(=O)(=O)c3ccccc3)C2=S)cc1OC | 0 | 12 | 5 | -8 | 2 | -0.7 | -0.4 | 2 | 5
CCOC(=O)c1cnc(SC2CC(=O)N(c3ccccc3)C2=O)nc1N (stereo not given) | 0 | 1 | -5 | -7 | -4 | -0.6 | -0.2 | 0 | 1
COc1ccc(C(=O)c2ccc(Cl)cc2Cl)cc1 | 1 | 1 | 7 | 0 | -2 | 1.7 | -0.1 | 2 | -4

(further entries)
SMILES | GRK2 inh | MCL1 BIM primary | VLA-4 inh | PME-1 primary | Fam108B inh | MEX-5 binding | Efflux pump mplx | GLD-1 RNA inh | Bcl-xL primary
CCOc1cccc(-c2nnc(SCC(=O)Nc3cc(C)ccc3OC)n2N)c1 | 1 | 6 | -3 | -1 | -1 | 2.4 | 0.2 | 2 | 4
Cc1c(Cl)cccc1NC(=S)N(CCCN1CCOCC1)Cc1ccco1 | 4 | 3 | 11 | -4 | -1 | -1.9 | 0.1 | 8 | 5
O=C(CCNS(=O)(=O)c1cccc2nsnc12)NCCC1=CCCCC1 | 2 | 2 | 1 | -6 | 0 | 0.8 | 0.1 | -2 | -5
CCCNc1nc2c(c(=O)n(C)c(=O)n2C)n1CCc1ccccc1 | 1 | 6 | 2 | 5 | 3 | 0.8 | -0.6 | 7 | 3
CCC/C=C(\CCC)C(NC(=O)CCc1ccccc1)c1ccc(C(F)(F)F)cc1 (stereo not given) | / | 4 | / | -8 | -5 | 1.1 | / | 5 | 0
CC(=NCCc1c(C)[nH]c2ccc(OC(F)(F)F)cc12)C1=C(O)CC(c2ccccc2)CC1=O (stereo not given) | 5 | 6 | -4 | 5 | -1 | / | -0.1 | 6 | 7
CCCc1c(C(=O)N/N=C/c2sccc2C)nnn1-c1nonc1N | 3 | -4 | -11 | 1 | 4 | 0.8 | -0.1 | -5 | 1
Cc1nc(/N=C(\N)NC(=O)c2ccccc2)nc2ccccc12 | 0 | 0 | / | -10 | 0 | -2.0 | -0.1 | 3 | 2
O=C(N[C@H]1CCC(=O)N([C@H](CSc2ccc(Br)cc2)Cc2ccccc2)CC1)OCc1ccccc1 | 3 | / | 0 | / | / | / | 0.7 | 0 | /
Cc1nn(-c2cc(N3CCNCC3)ccc2[N+](=O)[O-])c(=O)c2ccccc12 | 1 | 3 | -1 | -1 | 2 | 3.0 | -0.1 | 6 | 2
CN1CCN(C(=S)NC(=O)c2cccc([N+](=O)[O-])c2)CC1 | 0 | 10 | 5 | 1 | 1 | -2.4 | 0.1 | 11 | 8
CCN(c1ccccc1)S(=O)(=O)c1ccc(OC)c(OC)c1 | 1 | 2 | 2 | -1 | 3 | 0.1 | -0.3 | 10 | -2
O=C1C2CC=CCC2C(=O)N1c1ccc(OCC(O)Cn2nnc3ccccc32)cc1 (stereo not given) | 0 | -6 | 12 | 3 | 2 | -0.4 | -0.1 | 5 | 0
COc1ccc(-n2c(SCC(=O)N3CCOCC3)nnc2C(C)N2CCCCC2)cc1 (stereo not given) | 0 | -12 | -3 | -4 | -6 | 3.5 | 0.3 | 0 | -5
CCc1ccc(C(=O)N/N=C/c2cccc3ccccc23)nc1 | 0 | -1 | -4 | -7 | 3 | -0.8 | -0.2 | -2 | -3
CCN(CC(=O)NCc1ccc(F)cc1)C(=O)CN1CCN(c2ccc(OC)cc2)CC1 | 2 | -20 | 1 | 1 | 2 | -1.7 | -1.5 | 2 | 4
COC(=O)[C@@H](NC(=O)c1cc(COc2cncc(Cl)c2)on1)c1ccccc1 | 0 | 1 | 8 | 8 | 1 | 1.9 | 0.1 | -1 | 1
Cc1cc(NC(=O)c2ccccc2)n(C(C)(C)C)n1 | 1 | 6 | 1 | -9 | 2 | / | -0.1 | 3 | 5
O=C(O)CCSc1nc2ccc(Br)cc2[nH]1 | 0 | -11 | 8 | -11 | -4 | 0.5 | -0.2 | 0 | -15
COc1ccc2[nH]c(=O)c(CN(CCN(C)C)C(=O)NCc3ccccc3)cc2c1 | 0 | 5 | 4 | 4 | 4 | -2.1 | 0.1 | 0 | 4
C[C@H](O)[C@H](O)[C@H]1CNc2nc(N)[nH]c(=O)c2N1 | 2 | 28 | 1 | 0 | -3 | -11 | 0.0 | 20 | 33*
CC(=O)Nc1ccc2nc(C)n(Cc3ccc(Cl)cc3)c(=O)c2c1 | 3 | 2 | -2 | 5 | 1 | 4.3 | -0.1 | 11 | 4
O=C(NCc1ccco1)c1ccc2c(c1)C(=O)N(Cc1ccccc1)C2=O | 36 | -7 | 4 | 7 | 6 | 1.7 | -0.1 | 3 | -2
CC(O)c1ccc(OCCN(C)c2ccccn2)cc1 (stereo not given) | 4 | 3 | 0 | -7 | 9 | -0.4 | 0.1 | 0 | 0
Cc1nc(C(F)(F)F)c(C(=O)NC(=O)Nc2ccccc2)s1 | 0 | 2 | 4 | -6 | -3 | -0.1 | 0.0 | -3 | 6

Continued.
SMILES | GRK2 inh | MCL1 BIM primary | VLA-4 inh | PME-1 primary | Fam108B inh | MEX-5 binding | Efflux pump mplx | GLD-1 RNA inh | Bcl-xL primary
Cc1ccc(/C=N/NC(=O)CSc2nc3ccccc3n2Cc2ccccc2)o1 | 0 | 2 | -2 | 0 | -2 | 0.9 | -9.9 | 3 | 0
COc1ccccc1CCNC(=O)CCCn1nc(C)c2c(C)n(-c3ccc(C)cc3)nc2c1=O | 0 | -1 | 42 | 0 | 2 | 0.1 | 0.1 | -6 | 4
CCc1nnc(NC(=O)CN2CCN(c3nc(-c4ccccc4)cs3)CC2)s1 | 0 | 4 | -11 | -2 | 1 | -0.8 | -0.4 | 2 | 2
COCC(=O)Nc1ncc(S(=O)(=O)c2ccc([N+](=O)[O-])cc2)s1 | 5 | 5 | 25 | -3 | -5 | -2.1 | -0.1 | 2 | 8
O=C(COC(=O)CCC(=O)c1cccs1)NC1CCCCC1 | 0 | -5 | 12 | 3 | / | / | -0.4 | 1 | 3
O=C(Nc1ccc(N2CCOCC2)c(S(=O)(=O)Nc2ccc(Cl)cc2)c1)c1cnccn1 | 0 | 11 | -1 | -3 | 3 | 0.3 | 0.0 | 0 | 8
COc1ccc(C2CC(c3ccc(F)cc3)Nc3nc(N)nn32)cc1 (stereo not given) | 3 | 1 | 4 | 1 | 2 | -1.2 | -0.1 | 0 | 10
CC/C(=N\NC(=O)OC)c1ccc(OC(F)F)cc1 | 0 | 2 | 5 | 0 | -1 | 2.0 | -0.1 | 5 | 4
Nc1nc(NCc2ccco2)nc(N2CCCCCC2)c1[N+](=O)[O-] | 2 | -3 | 3 | 3 | -4 | -0.2 | 0.6 | 3 | 4
CCOC(=O)C1CCCN(C(=O)c2cc(-c3ccc(C)cc3)nc3ccccc23)C1 (stereo not given) | 1 | 6 | -6 | -2 | 4 | -3.9 | -0.1 | 9 | 3
Cc1ccc2nc(CSc3nnc(Cc4cccs4)n3C3CCCCC3)cc(=O)n2c1 | 0 | -5 | -8 | -2 | 1 | -2.0 | -0.1 | -3 | -5
Cc1ccc(S(=O)(=O)Cn2nnnc2C(CC(C)C)N2CCN(c3ccc(F)cc3)CC2)cc1 (stereo not given) | 0 | 0 | -5 | -1 | 3 | 2.0 | -0.2 | 8 | 3
Cc1ccc(Cl)cc1NC(=S)N1CCC(c2ccccc2)C1 (stereo not given) | 20 | 8 | 1 | -5 | 1 | 3.8 | 0.1 | 3 | 7
OCc1nc2ccccc2n1CCOc1ccccc1 | 0 | 1 | 1 | 2 | 1 | 0.4 | 0.0 | 1 | 6
